# Apoferritin bind – candidate novel general anesthetic via apoferritin binding; Potency, µM (doses to about 77.5 µM), for the others: at the highest dose activity change, negative = displacement, most hits filed as inhibitors; AID 485281; 350,000 compounds, 0.074% hits; P02791; apoferritin/1-aminoanthracene competitive binding, fluorescence; further: potency means the concentration at half of the fitted maximal effect; on the % scale 0 is the no-effect control and ±100 the full control effect; nearly all actives have a fitted effect of over 20% in size
#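 Horse-spleen apoferritin (10 uM) in 50% saturated 1-aminoanthracene in PBS was incubated 10 min at room temperature with compound. Fluorescence (ex 380, em 535 nm) was normalized to free and bound 1-AMA, with concentration-response fitted by a four-parameter Hill equation.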
# Pol eta inh – blocks human DNA polymerase eta activity; Q9Y253; recombinant Pol eta, fluorescent DNA replication assay; Potency, µM (titrated, usually from 114 µM), for the others: top-dose activity change, negative = inhibition, most hits filed as inhibitors; 390,000 compounds, 1.2% hits; AID 588591; further: potency means the concentration at half of the fitted maximal effect; on the % scale 0 is the no-effect control and ±100 the full control effect
#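 Pol eta at 10 nM preincubated with compounds 15 min at room temperature; reaction started with fluorescent substrate (50 nM final) and read kinetically at 0 and 10 min.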
# POLI inh – DNA polymerase iota (human) inhibition. Q9UNA4. Pol iota fluorescent replication assay, 10 min. Potency, µM (top dose mostly 115 µM), for the others: at the highest dose activity, negative = inhibition, most hits filed as inhibitors. 390,000 compounds, 1% hits; further: potency means the concentration at half of the fitted maximal effect
# Target sequence (Q9UNA4 whole entry, looked up): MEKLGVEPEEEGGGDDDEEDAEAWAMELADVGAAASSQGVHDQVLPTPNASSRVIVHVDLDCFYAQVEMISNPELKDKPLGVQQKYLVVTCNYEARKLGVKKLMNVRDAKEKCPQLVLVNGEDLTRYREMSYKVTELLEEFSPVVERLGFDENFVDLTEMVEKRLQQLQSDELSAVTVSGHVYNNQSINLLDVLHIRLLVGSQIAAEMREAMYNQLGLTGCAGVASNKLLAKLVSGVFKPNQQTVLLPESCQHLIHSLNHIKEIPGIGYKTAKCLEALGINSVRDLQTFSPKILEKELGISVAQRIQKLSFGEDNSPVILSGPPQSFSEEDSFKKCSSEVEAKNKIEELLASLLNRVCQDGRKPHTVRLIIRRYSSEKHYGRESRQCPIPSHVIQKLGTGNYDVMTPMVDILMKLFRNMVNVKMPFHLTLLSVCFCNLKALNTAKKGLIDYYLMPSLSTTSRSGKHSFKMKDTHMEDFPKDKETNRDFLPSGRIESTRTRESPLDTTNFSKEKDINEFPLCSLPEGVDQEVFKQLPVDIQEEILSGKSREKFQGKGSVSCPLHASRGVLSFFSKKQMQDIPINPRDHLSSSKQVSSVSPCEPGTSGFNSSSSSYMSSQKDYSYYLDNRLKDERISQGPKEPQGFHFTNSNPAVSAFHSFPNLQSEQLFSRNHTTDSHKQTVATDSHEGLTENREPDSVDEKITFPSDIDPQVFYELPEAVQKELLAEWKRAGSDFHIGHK
#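 Pol iota at 10 nM preincubated 15 min with compounds at room temperature; reaction started with fluorescent substrate, 50 nM final. Fluorescence read kinetically at 0 and 10 min; buffer-only wells as negative control.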
# APE1 inh – inhibitors of human APE1 endonuclease; P27695; recombinant APE1, TAMRA/BHQ-2 abasic DNA cleavage fluorescence; Potency, µM (top dose mostly 65.8 µM), for the others: top-dose activity change, negative = inhibition, most hits filed as inhibitors; 350,000 compounds, 0.35% hits;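 further: potency means the concentration at half of the fitted maximal effect; plate controls were vehicle for no effect and reference inhibitor for full effect; nearly all actives have a fitted effect of over 55% in size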
# Target sequence (P27695 whole entry, looked up): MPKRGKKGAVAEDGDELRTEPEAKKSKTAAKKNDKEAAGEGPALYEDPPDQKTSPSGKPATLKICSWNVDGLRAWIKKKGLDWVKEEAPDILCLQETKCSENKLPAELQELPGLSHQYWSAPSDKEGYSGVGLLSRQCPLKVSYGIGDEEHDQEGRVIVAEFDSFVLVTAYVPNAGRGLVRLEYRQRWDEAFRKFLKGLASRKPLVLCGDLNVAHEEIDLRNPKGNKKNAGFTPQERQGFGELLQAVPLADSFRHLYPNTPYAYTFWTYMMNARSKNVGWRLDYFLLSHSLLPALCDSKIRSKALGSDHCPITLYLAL
#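 Quantitative HTS: incision of a TAMRA/BHQ-2 double-stranded substrate bearing a tetrahydrofuran abasic site by 0.75 nM APE1 raises fluorescence. Substrate 50 nM final, added after 15 min compound preincubation at room temperature; progress as third-minus-first kinetic read difference.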
# GRP78 ERSR act – induces the endoplasmic reticulum stress response in human glioma cells; U87-MG GRP78 promoter luciferase reporter, 16 h; Potency, µM, for the others: top-dose activation, most hits filed as activators; 420,000 compounds, 0.02% hits; AID 602332; further: potency means the concentration at half of the fitted maximal effect; series mostly up to about 76 µM; % of control where 0% means no effect; nearly all actives have a fitted effect of over 35% in size
#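 Stably transfected U87-MG glioma cells carrying a GRP78-based luciferase sensor; 16 h compound incubation. Luminescence end-point read 10 min after Bright-Glo addition at room temperature.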
# Pol kappa inh – DNA polymerase kappa (human) inhibition. Q9UBT6. purified Pol kappa, fluorescent DNA synthesis assay, 10 min. Potency, µM (doses to about 107 µM), for inactives: at the top dose activity, negative = inhibition, usual class: inhibitors. 400,000 compounds, 0.53% hits. AID 588579; further: potency means the concentration at half of the fitted maximal effect; on the % scale 0 is the no-effect control and ±100 the full control effect
#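 10 nM Pol kappa preincubated 15 min at room temperature with compounds, then reaction started with substrate at 50 nM final. Fluorescence read kinetically at 0 and 10 min; buffer-only wells served as negative control.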
# POLB inh – blocks human DNA polymerase beta activity; Potency, µM (top dose mostly 114 µM), without a hit: at the top dose activity change, negative = inhibition, most hits filed as inhibitors; 340,000 compounds, 1.3% hits; Pol beta primer extension/strand displacement, fluorescence kinetic; P06746; AID 485314; further: potency means the concentration at half of the fitted maximal effect; on the % scale 0 is the no-effect control and ±100 the full control effect
#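 Curves were derived by four-parameter Hill fits of normalized qHTS data. The kinetic fluorescent primer-extension read was taken at 0 and 10 min after 50 nM substrate, following a 15 min room-temperature preincubation of 10 nM enzyme with compounds.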
# LDHA inh – inhibitors of human lactate dehydrogenase A. activity change, % (values are at about 110 or 230 µM). P00338. purified LDHA, NADH/diaphorase-resazurin fluorescence; active compounds read low. 480,000 compounds, 0.15% hits; in the data active means activity change below about -30%; inconclusive means mostly about -25% to -30%;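 further: plate controls were DMSO wells for no effect and wells without enzyme for full effect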
#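 LDH5 2 nM; NADH 0.06 mM, pyruvate 0.2 mM; 200 mM Tris pH 7.4, EDTA, Tween-20; 5 min RT. Detection: diaphorase 0.133 mg/mL + resazurin 37 µM, fluorescence ex540/em590 at 0 and 20 min; normalized to enzyme-free and DMSO wells.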
# BLM helicase inh – blocks DNA unwinding by human BLM helicase; AID 2528; recombinant BLM DNA unwinding, fluorescence dequenching; Potency, µM (top dose mostly 56.1 µM), for inactives: top-dose activity change, negative = inhibition, hits mostly inhibitors; 350,000 compounds, 0.2% hits; P54132;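 further: potency means the concentration at half of the fitted maximal effect; plate controls were vehicle for no effect and no enzyme for full effect; nearly all actives have a fitted effect of over 35% in size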
# Active calls of the source: *; ? = inconclusive; . = not tested or not shown; & = joins results of further samples; [ ] = remark or other dose. Unless noted, the call rests on the fitted dose curve; in most records, active means well fitted curve in the direction sought with a large enough effect; inconclusive means small, poorly fitted or top-dose-only effect, or another doubt; inactive means no such curve, though single readings can be large; an effect the other way counts as inactive or inconclusive. A portion of the library; count on the stated rates, not on these rows.
SMILES,Apoferritin bind,Pol eta inh,POLI inh,APE1 inh,GRP78 ERSR act,Pol kappa inh,POLB inh,LDHA inh,BLM helicase inh
COc1ccc(NC(=O)COc2cccc3c2OC(C)(C)C3)c(OC)c1,.,-11.6%,57.0%[activator],30.3%,-1.6%,-13.1%,.,0.5,.
COc1ccc(OCC(=O)OCc2cc(=O)n3nc(C4CC4)sc3n2)cc1,-4.1%,-5.0%,15.7%,.,-0.6%,0.0%,1.6%,1.8,-2.4%
CCc1ccc(NC(=O)CCS(=O)(=O)c2ccc(Br)cc2)cc1,1.5%,-5.1%,-19.4%,-4.1%,-2.4%,-7.2%,-24.6%,-17.2,-9.1%
CCN1CCN(C(=S)c2ccc(O)cc2)CC1,-8.6%,-0.3%,7.3%,-2.7%,1.5%,-4.2%,-12.0%,-5.1&-11.9,0.5%
C=CCc1cccc2cc(C(=O)NCc3ccc(C(=O)OCC)o3)c(=O)oc12,?,?,?,?,-2.3%,-21.5%,?,-1.0,-3.3%
COc1ccccc1Nc1ncc2c(n1)CCN(CC(C)C)C2,11.3%,.,7.8%,.,.,-9.5%[60.1 µM],-4.7%,0.6,3.2%
NS(=O)(=O)c1ccc(CCNC(=O)CCn2c(=O)c3cccn3c3cccnc32)cc1,-1.1%,-7.4%,21.4%,.,-2.9%,-4.4%,?,-1.7,-2.2%
Nc1o[nH]c(=O)c1C1CCCCC1,.,-4.8%,-15.5%,.,-1.6%,-8.1%,.,-4.5,.
CCN1CCN(C(c2ccccc2)c2nnnn2Cc2ccc(OC)cc2)CC1 (centres undefined),0.7%,-6.4%,1.1%,5.4%,-4.3%,-15.1%,9.5%,-5.2,-7.0%
C=C(C)CSc1cc(C)nc2c(-c3ccccc3)c(C)nn12,-2.7%,-23.4%,8.7%,-2.7%,-0.5%,-18.5%,-7.0%,-5.0,-14.0%
COc1ccc(N=C2SC(CC(=O)Nc3ccc(OC)cc3OC)C(=O)N2C)cc1 (centres undefined),-1.1%,-5.1%,-16.3%,-3.7%,-3.5%,-23.6%,9.3%,1.2,-5.1%
Cc1cc(C(=O)Nc2cccc([N+](=O)[O-])c2C)cs1,-9.2%,3.8%,-11.2%,-3.5%,4.7%,-0.8%,6.8%,-8.4,0.0%
COc1ccc(Cl)cc1Nc1nc(C)nc2c1nnn2Cc1ccccc1,1.0%,-14.2%,23.6%,-4.9%,-4.1%,6.8%,0.1%,-1.4,-6.1%
O=C(Cn1c(=O)nc(-c2ccccc2)c2cc(Cl)ccc21)Nc1ccc(F)c(Cl)c1,8.5%,-2.6%,11.5%,.,-0.6%,-0.3%,4.3%,-12.9,-5.8%
CCC(=O)/C=C1/Sc2ccc(OC)cc2N1CCO,-17.6%,-21.9%,71.2%[activator],3.7%,-2.8%,-0.6%,-12.6%,-10.2,-3.0%
CCN1C(=O)C(=O)N(CC(=O)N(C)CC(=O)Nc2ccccc2Cl)C1=O,.,-1.8%,7.1%,2.9%,-3.6%,-10.7%,.,-5.7,.
C(=N\Nc1nncn1/N=C/c1ccco1)/c1ccco1,-1.5%,-19.4%,52.8%[activator],-1.6%,-0.9%,1.6%,1.4%,-1.2,-0.7%
O=C1C=C(c2ccc(-c3ccccc3)c(F)c2)C[C@@H](c2ccc(Cl)cc2)C1,.,-10.2%,20.5%,-14.2%,-4.9%,-11.0%,.,-8.8,.
O=C(Nc1cccc(F)c1)C1CCN(C(=O)c2ccccc2Cl)CC1,-12.3%,-1.0%,?,6.7%,-4.9%,0.8%,-12.4%,-3.4,-1.0%
Cc1noc(C)c1COc1ccc(C(=O)N2CCN(S(=O)(=O)c3ccc(F)cc3)CC2)cc1,.,-24.4%,22.2%,.,-3.3%,-4.1%,.,-3.2,.
Cc1nn(-c2ccccn2)c2c1C(c1c(F)cccc1Cl)C1=C(N2)c2ccccc2C1=O (centres undefined),-0.3%,.,.,15.0%,.,.,0.7%,.,-5.7%
CCCCc1nc(SCC(=O)Nc2nnc(CCCC)s2)n[nH]1,-12.5%,-16.0%,15.3%,5.4%,?,10.8%,-19.0%,4.3,-1.9%
Cc1cccc(NC(=O)CCc2ccc(C)o2)c1,?,-6.5%,-2.7%,0.3%,2.1%,-6.8%,-18.9%,2.4,-2.6%
CC(=O)Nc1ccc(NC(=O)C2(C)CC2(Cl)Cl)cc1 (centres undefined),-19.2%,-7.3%,119.6%[activator],17.5%,-4.1%,-4.7%,31.0%,-4.2,3.1%
O=C(O)c1cc(NC(=O)c2ccccc2F)cc(NC(=O)c2ccccc2F)c1,-2.9%,0.1%,26.0%,21.1%,-4.1%,-8.0%,11.5%,-1.0,-7.4%

# Additional structures follow:
SMILES,Apoferritin bind,Pol eta inh,POLI inh,APE1 inh,GRP78 ERSR act,Pol kappa inh,POLB inh,LDHA inh,BLM helicase inh
O=C(COC(=O)c1ccc(N2CCCC2=O)cc1)c1ccc(OC(F)F)cc1,-12.7%,-14.7%,50.5%[activator],4.5%,-3.1%,-3.0%,55.8%,-4.1,-1.2%
O=C(C1CCCCN1S(=O)(=O)c1ccccc1[N+](=O)[O-])N1CCCC1 (centres undefined),-3.9%,-0.2%,37.4%[activator],13.8%,-2.6%,-10.2%,4.4%,-6.0,-0.4%
O=C(NCC1CCCN1S(=O)(=O)c1cccs1)c1cccc(F)c1 (centres undefined),.,-10.0%,0.4%,31.6%,-3.9%,-6.9%,.,2.9,.
CC(=O)N1CCOc2ccc(S(=O)(=O)NCCc3ccc(Cl)cc3)cc21,-16.0%,-14.8%,15.9%,-9.0%,1.4%,3.8%,9.1%,-1.6,-6.4%
CC1CCCCN1C(=O)CSc1nnc(-c2ccccc2Cl)o1 (centres undefined),-14.5%,-12.7%,-0.5%,.,0.5%,-3.1%,15.3%,-8.2,-1.2%
Cn1nc(-c2ccc(N3CCCCC3)c(NC(=O)c3ccco3)c2)c2ccccc2c1=O,-0.6%,-11.3%,4.6%,5.1%,-4.2%,-30.2%,1.3%,-1.0,-10.2%
COc1ccccc1P(=O)(c1ccccc1)c1ccc([N+](=O)[O-])cc1 (centres undefined),-3.5%,-28.0%,32.5%[activator],-9.9%,-2.6%,-15.4%,39.9%,-4.1,-1.8%
CCOC(=O)CSc1nnc(Cc2ccccc2)n1-c1ccc(C)cc1,4.4%,-4.8%,7.9%,15.6%,-3.8%,-5.8%,-3.2%,-14.7,-0.6%
COc1ccc(NC(=O)Cn2cnc3sc(C)c(S(=O)(=O)N4CCOCC4)c3c2=O)c(OC)c1,5.0%,-2.3%,21.4%,16.3%,-0.4%,-2.7%,-18.8%,-4.1,5.8%
CC(C)NC(=O)CSc1nc2ccccc2nc1N1CCCCC1,-2.0%,-4.9%,-2.5%,.,-2.5%,0.1%,40.4%,-11.0&-17.0,-3.6%
COc1ccc(CCNC(=O)C(=O)NCC2CCCN2S(=O)(=O)c2cccs2)cc1OC (centres undefined),.,-20.1%,12.5%,9.3%,-3.8%,-8.1%,.,-5.1,.
CCCCNC(=O)CC1C(=O)N(Cc2ccccc2)C(C)c2nc3ccccc3n21 (centres undefined),-19.0%,-2.0%,29.8%,0.0%,-2.7%,-1.9%,4.3%,0.9,-1.6%
CC1S/C(=N/N=C/c2ccco2)N(Cc2ccccc2)C1=O (centres undefined),-11.6%,-7.8%,-2.5%,?,11.0%,-22.6%,?,-3.6,-29.2%
Cc1cc(NC(=O)c2cccc(S(=O)(=O)N(C)C)c2)n(-c2ccccn2)n1,-7.5%,-11.9%,37.3%[activator],3.4%,-2.6%,-14.9%,15.0%,1.5,4.7%
COc1cc(OC)cc(C(=O)N2CCC3(CC2)NCCc2[nH]cnc23)c1,-2.5%,-21.8%,40.3%[activator],-0.1%,-10.6%,0.0%,3.5%,-2.2,-1.1%
CN(Cc1ccccc1Cl)C(=O)C1CC(=O)N(c2ccc3c(c2)OCCO3)C1 (centres undefined),.,-7.3%,2.5%,0.5%,2.4%,-14.5%,.,-3.9,.
COc1ccccc1/C=C1\CCCC2=C1Nc1nnnn1C2c1ccccc1OC (centres undefined),-5.4%,-20.0%,12.9%,0.7%,-14.5%,-6.4%,-23.8%,4.0,-10.0%
COc1cc(/C=C2\COC/C(=C\c3ccc(O)c(OC)c3)C2=O)ccc1O,-19.4%,?,?,-1.7%,-13.3%,-8.2%,3.4%,1.7,-13.9%
Cn1c(=O)c2c(nc(NCc3ccccc3)n2CC(N)=O)n(C)c1=O,0.1%,-5.2%,-4.0%,-4.9%,0.3%,6.4%,-3.9%,0.0,-1.8%
O=C(C1CCCN(S(=O)(=O)c2ccccc2)C1)N1CCN(c2ccc(F)cc2)CC1 (centres undefined),-8.0%,-19.8%,13.0%,5.8%,-3.6%,-7.0%,-2.7%,1.2,-1.2%
COC(=O)c1cc(OC)c(OC)cc1NC(=O)CN1CCOCC1,-5.7%,-12.5%,13.7%,-0.3%,-3.3%,11.8%,2.0%,-0.9,-4.0%
CCN(CC)S(=O)(=O)c1ccc2c(c1)nc(SCC(=O)N1CCCCCC1)n2-c1ccc(OC)cc1,114.9%[activator],-15.3%,-5.6%,-5.3%,0.9%,-12.0%,21.4%,-9.9,-6.8%
CCCCC1(C)NC(=O)N(CC(=O)N2CCc3ccccc32)C1=O (centres undefined),.,-19.6%,39.0%,28.3%,-0.2%,10.0%,.,-1.1,.
CC1CCN(C(=O)c2[nH]cnc2C(=O)N[C@@H](C)C(=O)OCc2ccccc2)CC1,-2.6%,-7.6%,2.7%,-1.3%,5.1%,12.8%,8.1%,10.2,-0.4%

# No new results follow: an excerpt of the list.
SMILES,Apoferritin bind,Pol eta inh,POLI inh,APE1 inh,GRP78 ERSR act,Pol kappa inh,POLB inh,LDHA inh,BLM helicase inh
CCCCC1(C)NC(=O)N(CC(=O)N2CCc3ccccc32)C1=O (centres undefined),.,-19.6%,39.0%,28.3%,-0.2%,10.0%,.,-1.1,.
CC1CCN(C(=O)c2[nH]cnc2C(=O)N[C@@H](C)C(=O)OCc2ccccc2)CC1,-2.6%,-7.6%,2.7%,-1.3%,5.1%,12.8%,8.1%,10.2,-0.4%

# Source: PubChem BioAssay
